# High-throughput results as filed in PubChem.
# E coli RNAP: E. coli RNAP inhibitors, biochemical; E. coli RNA polymerase, fluorescence transcription assay; inhibition, %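 (tested at 10 µM)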; 62,000 tested, 0.2% active; AID 559, 2006; in the data active means inhibition above about 20%;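 further: 0% = enzyme without compound and 100% = no enzyme blank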
# NADH enzymes: inhibitors of PK/LDH coupling enzymes, profiling panel, artefact control, biochemical, MLSMR library; IC50, µM (titrated, usually from 10 µM), for the others: at the top dose inhibition; 65,000 tested, 0.02% active; coupled PK/LDH NADH assays, four targets;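 active means single-dose screening hits from any of four coupled enzyme assays that gave an IC50 when retested across doses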;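 further: the DPM-DC format reads NADH fluorescence rather than 340 nm absorbance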
# Autofluor 339: intrinsic fluorescence of library compounds, ex339/em460 – biochemical, MLSMR library, data from DPM-DC assay, artefact control, profiling panel. 65,000 tested, 5.5% active. compound autofluorescence, ex339/em460 nm, NADH buffer; active compounds read high; 1 = no-compound wells, NADH background. AID 709, 2007. fluorescence fold increase at 10 µM;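 active means at 10 µM, mean starting fluorescence two-fold or more over control wells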;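 further: signal is the first read of a kinetic run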
# D1 allo mod: D1 CRE-luciferase signal change, two-sided – cell-based, HEK293 D1, dopamine EC30, D1 allosteric modulator project, primary screen; D(1A) dopamine receptor (Homo sapiens), P21728; dopamine EC30 potentiation; actives deviate in either direction; B-score at 10 µM; 58,000 tested, 5.9% active;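 active means luminescence count or its row- and column-corrected plate score outside the 99.7% band of the plate's sample wells, on either side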
# M1 antagonist: antagonists of rat M1 muscarinic receptor; Muscarinic acetylcholine receptor M1 (Rattus norvegicus), P08482; CHO-M1 cells, Fluo-4 calcium, ACh EC80 antagonist mode; active compounds read low; B-score at 10 µM; 64,000 tested, 3.4% active; AID 628, 2007;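 active means calcium fluorescence response, raw or row-and-column corrected B-score, differing from the plate sample mean either way at a set confidence level, mostly lower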
# M1 agonist: M1 muscarinic receptor agonists, primary screen, CHO-M1 cells, Fluo-4 calcium, agonist mode; Muscarinic acetylcholine receptor M1; B-score at 10 µM; Fluo-4 calcium fluorescence; active compounds read high; 64,000 tested, 3% active; AID 626, 2007;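 active means fluorescence rise, raw or as B-score row- and column-corrected plate score, outside the 99.7% band of its plate's samples, either direction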
# Hsp90 inh: tumor Hsp90 inhibitors, primary screen, cell lysate, fluorescence polarization, NCI-N417 lysate; Heat shock protein HSP 90-alpha (Homo sapiens), P07900; Cy3B-geldanamycin FP displacement; inhibition, % at 30 µM; 64,000 tested, 0.35% active;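 active means inhibition above 50%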;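 further: 0% = tracer plus lysate wells and 100% = tracer alone without lysate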
# Her2 expr inh: inhibitors of Her2 protein expression, primary screen, SKBR-3 cells, AlphaScreen, 66K library; Receptor tyrosine-protein kinase erbB-2 (Homo sapiens), P04626; HER2 level % of control, % at 10 µM; 65,000 tested, 0.69% active; SKBR-3 HER2 protein level, 18-24 h; active compounds read low;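 active means HER2 level under 5% of the carrier-only control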;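 further: 100% = DMSO carrier and 0% = 500 nM PU-H71 HSP90 inhibitor; lower value means stronger loss of Her2 protein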
# Target sequence (P04626 whole entry, looked up): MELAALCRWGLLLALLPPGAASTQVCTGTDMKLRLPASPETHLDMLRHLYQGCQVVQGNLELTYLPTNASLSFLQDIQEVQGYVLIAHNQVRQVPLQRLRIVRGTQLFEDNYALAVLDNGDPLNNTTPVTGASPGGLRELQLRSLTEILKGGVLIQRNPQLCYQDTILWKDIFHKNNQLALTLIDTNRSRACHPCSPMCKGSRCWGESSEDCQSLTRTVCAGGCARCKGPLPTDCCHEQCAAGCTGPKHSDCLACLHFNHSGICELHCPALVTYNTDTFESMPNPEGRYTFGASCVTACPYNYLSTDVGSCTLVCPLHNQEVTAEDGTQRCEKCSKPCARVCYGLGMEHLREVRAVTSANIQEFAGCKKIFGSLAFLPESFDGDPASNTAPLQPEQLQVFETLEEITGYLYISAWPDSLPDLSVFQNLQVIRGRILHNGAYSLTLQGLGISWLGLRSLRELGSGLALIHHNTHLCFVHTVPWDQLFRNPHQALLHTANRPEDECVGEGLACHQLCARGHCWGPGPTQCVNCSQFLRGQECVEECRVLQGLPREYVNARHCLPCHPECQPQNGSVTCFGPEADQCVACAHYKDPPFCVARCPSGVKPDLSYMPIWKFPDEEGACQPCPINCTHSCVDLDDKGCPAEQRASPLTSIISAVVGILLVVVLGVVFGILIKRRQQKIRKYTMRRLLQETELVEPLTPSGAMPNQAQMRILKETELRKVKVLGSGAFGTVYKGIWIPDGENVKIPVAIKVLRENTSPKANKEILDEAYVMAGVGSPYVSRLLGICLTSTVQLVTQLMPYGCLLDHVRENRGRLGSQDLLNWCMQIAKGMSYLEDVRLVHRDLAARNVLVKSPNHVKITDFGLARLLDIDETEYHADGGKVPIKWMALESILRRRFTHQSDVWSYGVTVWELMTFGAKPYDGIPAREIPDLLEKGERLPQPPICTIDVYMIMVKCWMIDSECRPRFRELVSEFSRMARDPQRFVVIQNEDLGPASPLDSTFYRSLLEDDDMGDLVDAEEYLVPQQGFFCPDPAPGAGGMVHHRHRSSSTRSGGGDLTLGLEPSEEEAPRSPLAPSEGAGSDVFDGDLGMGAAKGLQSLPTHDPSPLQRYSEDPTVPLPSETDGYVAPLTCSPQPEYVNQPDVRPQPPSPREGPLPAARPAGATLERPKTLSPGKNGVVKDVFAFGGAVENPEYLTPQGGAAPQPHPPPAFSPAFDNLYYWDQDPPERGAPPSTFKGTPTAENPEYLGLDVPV
# HTR1A agonist: human 5-HT1a receptor agonists, primary screen, cell-based, CHO, Ga15 NFAT-bla reporter; 5-hydroxytryptamine receptor 1A (Homo sapiens), P08908; CHO 5-HT1a Ga15 NFAT-bla reporter, FRET ratio; 0% basal, 100% maximal reference agonist; activation, % at 10 µM; 65,000 tested, 0.56% active;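 active means activation above the screen-wide mean activation plus 3 SD, cut at about 19% in these data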;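 further: 0% = DMSO wells and 100% = 5-CT at EC100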
# * marks the source's active call; other numbers are inactive results; . = no result given.
# Each structure is followed by: E coli RNAP	NADH enzymes	Autofluor 339	D1 allo mod	M1 antagonist	M1 agonist	Hsp90 inh	Her2 expr inh	HTR1A agonist
- Cc1c(S(=O)(=O)Nc2cccc(Cl)c2)c(=O)n(C)c(=O)n1C
  10.3	18.0%	0.99	2.73*	-0.851	-0.0358	-2.7	106.8	-2.4
- Cn1ccnc1SCc1cc(=O)[nH]c2ccccc12
  2.3	4.0%	1.1	-0.524	0.683	-0.624	-1.9	89.6	0.1
- O=S(=O)(NCC(c1cccnc1)N1CCN(c2ccccc2)CC1)c1cc(F)ccc1F (centres undefined)
  -13.3	2.0%	1.03	-0.538	-0.612	-0.104	-6.0	77.9	1.4
- O=C(c1cccc(COc2ccc(Cl)cc2Cl)c1)N1CCN(c2ccccn2)CC1
  8.8	0.0%	1.1	-2.73	0	0.367	-3.1	73.8	1.1
- CCC(C(=O)NCCN1CCN(C)CC1)n1c(C)c2cnn(-c3ccccc3)c(=O)c2c1C (centres undefined)
  7.0	7.0%	1.04	0.000281	0.237	-0.218	-2.9	101.1	1.9
- CCN(CC)c1ccc(NC(=O)c2cnc3ccccn3c2=O)c(C)c1
  1.7	4.0%	0.98	-0.416	0.182	0.206	-3.3	92.8	-1.8
- COc1nc(OC)nc(N2CCC(C(=O)NCc3cccs3)CC2)n1
  7.1	3.0%	0.99	1.01	-0.0316	1.62	-0.3	79.3	-0.7
- CCOc1cc(-c2ccc(N)c(OCC)c2)ccc1N
  1.1	6.0%	1.5	-0.364	0.0771	35.9*	12.3	50.7	-2.2
- COC(=O)c1c(NC(=O)CN2CCN(C(=O)c3ccco3)CC2)c2c(C)cccc2n1C
  11.6	7.0%	1.3	-0.605	-0.834	2.49	-6.9	292.6	-4.9
- CCOC(=O)N1C(=O)c2cc(OC)ccc2S1(=O)=O
  13.0	18.6µM*	1.22	-0.179	-0.000315	3.19*	-2.6	85.4	-0.3
- C=C(C)Cn1c(N2CCCC2)nc2c1c(=O)[nH]c(=O)n2C
  0.0	5.0%	1.05	2.59	-2.42*	0.644	-1.2	89.3	1.4
- Cc1cc(C2C(=O)C(C(=O)c3ccc(Cl)cc3)C(=O)CC2(C)C)on1 (centres undefined)
  4.6	4.0%	1.06	-0.0347	0.225	0.0638	-0.1	86.2	-2.3
- Cc1occc1-c1nnc(SCC(=O)Nc2ccccc2)n1CCc1ccccc1
  -9.5	1.0%	1.15	.	.	.	-2.3	105.6	0.1
- CC(=O)Nc1ccc(S(=O)(=O)n2cnc(C)c2)cc1
  -5.3	3.0%	1.02	0.479	0.382	-0.67	-2.3	103.9	0.5
- CCN(C(=O)c1cn(C)c(=O)c2cc(OC)c(OC)cc12)c1ccccc1C
  6.2	2.0%	1.08	0.599	0.0191	0.0457	-3.4	84.1	-2.6
- COc1ccc2c(c1)C(C)CC(C)(C)N2C(=O)CSc1ncn[nH]1 (centres undefined)
  8.7	7.0%	1.17	0.116	-0.778	-0.512	1.3	90.1	-1.2
- CCOC(=O)C1CCCN(C(=O)c2cc3c(C)nc4ccccc4c3o2)C1 (centres undefined)
  -5.7	3.0%	1.07	0.967	-2.68*	-0.438	0.1	82.5	0.9
- CCSCCOC(=O)C1=C(C)NC2=C(C(=O)CCC2)C1c1coc2ccccc2c1=O (centres undefined)
  -10.1	1.0%	1.25	0.38	0.602	0.72	0.6	101.0	0.2
- Cc1ccc2cc(CNC(C)C)c(=O)[nH]c2c1
  -1.4	10.0%	1.36	.	1.53	-0.501	-9.7	89.9	0.3
- CCCC(=O)Nc1cc(C)c(NC(=O)Cc2ccccc2)cn1
  -3.1	3.0%	1.09	-0.427	0.247	0.133	.	89.8	-3.0
- O=S(=O)(c1cccc(-c2nnc(-c3ccc(Br)cc3)o2)c1)N1CCCCCC1
  2.5	3.0%	0.99	0.0649	-0.0511	1.18	.	124.1	.
- CC(C)c1ccc(NC(=O)NC2CCCCC2)cc1
  9.8	2.0%	1.1	-0.406	0.039	-0.464	-2.2	85.9	-1.9
- COc1ccc(NC(=O)C(F)(OC)C(F)(F)F)c(OC)c1 (centres undefined)
  1.6	0.0%	1.16	1.2	0.287	0.0282	0.4	99.8	-2.0
- CCN(CC)CCNC(=O)c1cc2c(=O)n(C)c3ccccc3c2n1C
  2.6	4.0%	1.73	0.437	-2.28	0.0021	-1.2	109.7	2.3
- CS(=O)(=O)N(CC(=O)NCC1CCCO1)c1ccc(Cl)c(Cl)c1 (centres undefined)
  3.5	4.0%	1.07	-1.96	-0.122	0.0225	.	78.2	.
- Fc1cc2ncn(Cc3ccccc3)c2cc1F
  3.2	7.0%	1.05	0.257	0.0104	-0.0846	-7.7	109.3	-3.2
- O=S(=O)(c1cccs1)N1CN(CC2CCCO2)c2nc3ccccc3nc21 (centres undefined)
  3.5	6.0%	1.21	.	-0.102	0.0533	-7.0	82.4	-0.1
- Cc1noc(C)c1COc1ccc(C(=O)OC(C)C(=O)Nc2ccc(N3CCOCC3)cc2)cc1 (centres undefined)
  7.9	6.0%	1.08	-0.26	2.01	-1.58	-1.9	97.4	-1.6
- Cc1sc2nc(SCC(=O)NCCOCCO)n(C)c(=O)c2c1C
  1.3	3.0%	1.05	0.349	-0.35	-0.485	1.0	86.2	0.1
- O=C(c1cccc(S(=O)(=O)N2CCCC2)c1)c1nnc(-c2ccncc2)o1
  -8.2	8.0%	1.04	0.937	-1.4	-1.79	-2.8	133.0	-2.5

# Each structure is followed by: E coli RNAP	NADH enzymes	Autofluor 339	D1 allo mod	M1 antagonist	M1 agonist	Hsp90 inh	Her2 expr inh	HTR1A agonist
- CCOC(=O)CN(C(=O)CSc1nnc(-c2ccncc2)n1CCCN(C)C)c1ccccc1
  9.6	7.0%	1.03	-1.5	-1.38*	0.282	-1.2	97.8	-1.5
- COc1cc(CN2CCN(C(=O)CC(C)C)CC2)cc(OC)c1OC
  -1.4	21.0%	1.08	0.0564	0.412	-0.251	-2.0	87.6	-1.6
- CN1CC(=O)N(C)c2nc(Br)n(C)c2C1=O
  3.7	1.0%	1.12	-0.143	0.427	-0.231	0.9	69.7	-1.0
- CC(=O)c1ccc(N2CCCC2)c(F)c1
  6.5	3.0%	1.11	-0.232	0.0902	0.123	0.1	111.5	-0.1
- CCn1cc(C(=O)O)c(=O)c2cc(F)c(N3CCN(C(=O)Nc4ccccc4)CC3)cc21
  -1.0	4.0%	1.73	-2.18*	0.35	-0.312	-3.1	114.0	0.1
- CCCOc1ccc(C2C(C(=O)c3ccc(C)o3)=C(O)C(=O)N2CCN2CCOCC2)cc1OC (centres undefined)
  10.5	7.0%	1.09	-0.362	0.995	-0.641	-11.3	111.0	1.3
- NCCc1nnc(SCc2c(F)cccc2Cl)o1
  0.9	5.0%	1.06	-0.903	0.592	0.132	-1.6	101.5	-1.7
- COc1ccc(-n2nnc3c(=O)n(CC(=O)N4CCCCC4)cnc32)cc1
  3.8	6.0%	1.11	.	-0.0794	-0.654	-1.1	101.7	1.7
- CCOC(=O)c1cnc(SCC(=O)c2ccc3c(c2)OCCO3)nc1N
  -3.8	3.0%	1.1	-0.831	-0.00355	-1.16	2.6	88.1	-2.8
- Cc1ncc(CO)c2cc(S(=O)(=O)c3ccc(F)cc3)c(=O)oc12
  5.4	9.0%	1.16	0.029	0.0292	-1.58	1.0	90.2	-0.3
- Cc1ccc(S(=O)(=O)Cc2ccc(C(=O)N3CCN(c4ccc(F)cc4)CC3)o2)cc1
  0.4	1.0%	1.08	-0.713	-0.0121	0.573	-2.1	38.5	2.8
- Oc1ccc(Br)cc1CNn1cnnc1
  -4.5	1.0%	1.06	.	-0.106	-0.525	-1.6	90.4	0.3
- COC(=O)NCc1cccc(CNC(=O)OC)c1
  4.1	5.0%	1.09	-0.979	.	.	-1.0	102.2	-1.1
- CC(C)n1nnnc1SCC(=O)Nc1ccccc1N1CCOCC1
  8.9	5.0%	1.02	.	-0.515	0.428	1.7	75.5	0.6
- CC(C)COc1cc(=O)[nH]c(SCC(C)C)n1
  .	3.0%	1.08	17.6*	1.19	-0.82	-1.0	58.1	-4.2
- C=CCNC(=O)c1ccccc1NC(=O)Nc1ccccc1
  7.8	6.0%	1.27	0.167	0.453	0.18	0.4	101.8	-0.8
- CC(=O)NC(N1CCCCC1)C(F)(F)C(F)(F)C(F)(F)C(F)F (centres undefined)
  .	2.0%	1.05	0.0239	-0.222	-0.788	0.6	89.0	-1.6
- OC(COc1ccc2ccccc2c1)CN1CCCC1 (centres undefined)
  .	6.0%	1.02	-1.73	-0.0363	-0.435	-2.4	102.8	-1.9
- Cc1cc(NC(=O)Cn2cnc3c(cnn3C(C)(C)C)c2=O)no1
  -9.6	2.0%	1.02	-0.332	-0.727	1.46	-4.0	98.3	-6.1
- CCOc1cccc(N2C(=O)CC(N3CCC(C(N)=O)(N4CCCCC4)CC3)C2=O)c1 (centres undefined)
  2.7	1.0%	1.13	-1.15	0.571	0	-1.1	122.9	0.2
- COc1ccc(S(=O)(=O)NCc2ccccn2)cc1Cl
  -0.6	7.0%	1.13	-0.289	-0.252	-0.966	3.4	49.5	-1.7
- COC(=O)c1ccccc1COn1c(=O)c(C)[n+]([O-])c2ccccc21
  8.8	5.0%	1.46	0.0223	-0.156	-0.434	0.4	162.1	-2.9
- Cc1ccc(S(=O)(=O)NCCCC(=O)C=[N+]=[N-])cc1
  4.3	6.0%	1.11	-0.0656	-3.26*	-0.66	-5.1	100.2	1.2
- Cn1c(N)c(C#N)c(C#N)c1-c1ccccc1
  6.0	3.0%	1.16	.	0.247	-0.963	-4.3	71.9	-0.2
- O=C(Nc1c(-c2ccccc2)nc2c(Br)cc(Br)cn12)c1ccco1
  9.4	3.0%	1.05	-0.455	-0.49	1.35	2.3	108.0	0.7
- O=C(O)c1cccc(S(=O)(=O)N2CCSCC2)c1
  -0.3	0.0%	1.1	-0.0642	0.0699	-0.852	-2.2	107.5	-1.8
- O=C(Nc1nc(-c2ccc3c(c2)OCO3)cs1)C1COc2ccccc2O1 (centres undefined)
  6.2	0.0%	1.07	.	-0.318	-0.813	91.1*	68.8	-2.1
- COC(=O)c1[nH]c2cc(OC)ccc2c1NC(=O)CN1CCOCC1
  6.5	2.0%	1.3	0.849	0.123	-0.15	-7.2	68.1	-3.0
- CCCCCCn1cnc2c(c1=O)c1nc3ccccc3nc1n2Cc1cccs1
  8.7	6.0%	2.33*	.	1.57	-0.977	0.6	110.6	0.4
- Cc1nc(N2CCN(C(=O)CCC(=O)O)CC2)c2c(C)c(C)sc2n1
  -2.9	10.0%	0.87	0.0503	-0.184	0.37	-4.1	97.8	-3.6

# A second format for part of the listing above.
compound: Cc1ccc(S(=O)(=O)Cc2ccc(C(=O)N3CCN(c4ccc(F)cc4)CC3)o2)cc1
  E coli RNAP: 0.4
  NADH enzymes: 1.0%
  Autofluor 339: 1.08
  D1 allo mod: -0.713
  M1 antagonist: -0.0121
  M1 agonist: 0.573
  Hsp90 inh: -2.1
  Her2 expr inh: 38.5
  HTR1A agonist: 2.8
compound: Oc1ccc(Br)cc1CNn1cnnc1
  E coli RNAP: -4.5
  NADH enzymes: 1.0%
  Autofluor 339: 1.06
  D1 allo mod: .
  M1 antagonist: -0.106
  M1 agonist: -0.525
  Hsp90 inh: -1.6
  Her2 expr inh: 90.4
  HTR1A agonist: 0.3
